# Cardio protect – protects H9c2 cardiomyocytes from peroxide injury. H2O2 injury protection, ATPLite, 2 h. protection from H2O2 cell death, % at 20 µM. 360,000 tested, 0.63% active;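 active = compounds giving at least 50% protection of heart cells from peroxide-induced death in the single-dose screen, raw or plate-pattern-corrected value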;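 note: 0% = DMSO wells with peroxide and 100% = DMSO wells without peroxide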
# N-glyco inh – N-linked glycosylation inhibition; D54 ERlucT glycosylation luciferase reporter, 24 h; percent of 100 nM tunicamycin response; reporter increase, % at 12.5 µM; 360,000 tested, 0.23% active; AID 588692;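 active = mean luciferase reporter signal, scaled so untreated is 0 and the glycosylation-blocking control 100, at or above a set limit in every replicate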;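 note: luciferase carries N-glycosylation sites so blocking glycosylation raises the light; 0% = median of neutral control wells and 100% = median of 100 nM tunicamycin wells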
# m5-HT2A agonist – activates the mouse 5-HT2A serotonin receptor; P35363; CHO-K1 mHTR2A beta-arrestin complementation, luminescence; percent of 30 µM serotonin response; 360,000 tested, 0.66% active; AID 624169; activation, % at 7.6 µM;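 active = activation above a run cutoff, the mean activation of all tested compounds plus 3 SD, cut at about 14% in these data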;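 note: 0% = plate median of compound wells and 100% = 30 µM serotonin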
# TLR9-MyD88 block – inhibitors of human TLR9-MyD88 binding | 340,000 tested, 0.21% active | AID 504734 | inhibition, % at 4.98 µM | Q9NR96+Q99836 | CHO BLA complementation TLR9-MyD88, CCF4 FRET ratio;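 active = inhibition above the mean over all tested compounds plus 3 SD, cut at about 21% in these data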;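 note: 0% = DMSO only wells and 100% = clavulanate BLA inhibitor control wells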
# MC4R barr agon – human MC4R agonism via beta-arrestin. P32245. U2OS MC4R beta-arrestin complementation, luminescence; percent of melanotan II response, DMSO zero. activation, % at 8.9 µM. 360,000 tested, 0.98% active;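 active = activation above a per-plate cutoff, the mean activation of sample wells on that plate plus 3 SD, cut at about 8% in these data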
# NOD2-RIPK2 inh – inhibitors of human NOD2-RIPK2 interaction; CHO BLA complementation NOD2-RIPK2, CCF4 ratio; inhibition, % at 4.98 µM; 360,000 tested, 0.38% active; in the data active = inhibition above about 21%;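 note: 0% = vehicle only and 100% = reference blocker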
# MC4R antagonist – antagonists of human melanocortin 4 receptor (MC4R) | P32245 | 360,000 tested, 0.48% active | MC4R-expressing cells, MTII-stimulated cAMP, LANCE TR-FRET | inhibition, % at 6.5 µM;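 active = inhibition above its plate's cutoff, the mean of tested wells on that plate plus 3 SD, cut at about 29% in these data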;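 note: 0% = Melanotan II alone and 100% = Melanotan II plus saturating MCL0020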
#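 system = U2OS cells with stable human MC4R expression | also added = Melanotan II challenge after compound preincubation | dosing = one concentration, 6.5 µM nominal | incubation = compound 30 min, challenge 1 h, detection 1 h | measured by = TR-FRET with Eu-cAMP and labeled anti-cAMP, 671 nm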
# SRC2 inh – inhibits human steroid receptor coactivator 2; Q15596; HEK293 GAL4-SRC2 luciferase reporter, luminescence; inhibition, % at 9 µM; 370,000 tested, 0.17% active;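 active = inhibition above the mean inhibition of all tested compounds plus 3 SD, set per campaign, cut at about 52% in these data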;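 note: 0% = DMSO treated cells and 100% = cells given Gossypol at 36 µM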
# ABHD5-PLIN5 inh – inhibitors of human ABHD5-perilipin-5 interaction; Q00G26+Q8WTS1; 360,000 tested, 0.78% active; inhibition, % at 4 µM; Split G. princeps luciferase complementation, luminescence, 4 h;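 active = inhibition above the mean inhibition across every tested compound plus 3 SD, cut at about 22% in these data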;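 note: 0% = DMSO only wells and the 100% control is not disclosed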
# ABCB6 inh MLPCN – blocks the human ABCB6 transporter; K562-ABCB6 porphyrin accumulation, flow cytometry, 1 h; stronger effect = lower value; fluorescence ratio to DMSO, % at 10 µM; 360,000 tested, 0.19% active; AID 602162;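 active = fluorescence ratio to DMSO below 75%, the collection mean minus 3 SD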;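 note: signal is porphyrin accumulated inside mitochondria; 100% equals median channel fluorescence of DMSO control wells; lower ratio means ABCB6 inhibition with less porphyrin fluorescence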
# Target sequence (Q9NP58 whole entry, looked up): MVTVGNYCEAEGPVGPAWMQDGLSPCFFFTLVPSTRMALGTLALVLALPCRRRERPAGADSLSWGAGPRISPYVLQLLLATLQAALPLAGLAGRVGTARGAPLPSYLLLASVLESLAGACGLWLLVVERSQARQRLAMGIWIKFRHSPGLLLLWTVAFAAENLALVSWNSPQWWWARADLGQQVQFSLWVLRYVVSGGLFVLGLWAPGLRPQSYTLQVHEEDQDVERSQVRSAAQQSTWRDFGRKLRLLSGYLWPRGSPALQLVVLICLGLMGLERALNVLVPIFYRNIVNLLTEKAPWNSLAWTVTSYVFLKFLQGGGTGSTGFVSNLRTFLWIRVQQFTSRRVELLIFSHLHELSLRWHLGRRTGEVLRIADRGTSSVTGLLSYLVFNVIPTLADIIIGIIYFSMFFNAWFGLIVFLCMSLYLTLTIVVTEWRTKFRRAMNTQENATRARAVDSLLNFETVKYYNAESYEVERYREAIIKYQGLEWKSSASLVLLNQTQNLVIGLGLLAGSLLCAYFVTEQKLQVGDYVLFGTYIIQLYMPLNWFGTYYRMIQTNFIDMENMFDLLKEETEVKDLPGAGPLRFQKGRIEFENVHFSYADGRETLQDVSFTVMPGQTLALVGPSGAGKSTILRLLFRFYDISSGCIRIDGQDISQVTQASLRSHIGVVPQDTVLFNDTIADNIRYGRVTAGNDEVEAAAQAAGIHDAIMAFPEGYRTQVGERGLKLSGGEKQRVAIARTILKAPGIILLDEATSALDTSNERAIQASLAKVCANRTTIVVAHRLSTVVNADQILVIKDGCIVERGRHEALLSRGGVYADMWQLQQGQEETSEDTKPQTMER
# * marks the source's active call; other numbers are inactive results; nt = not tested or not shown.
SMILES,Cardio protect,N-glyco inh,m5-HT2A agonist,TLR9-MyD88 block,MC4R barr agon,NOD2-RIPK2 inh,MC4R antagonist,SRC2 inh,ABHD5-PLIN5 inh,ABCB6 inh MLPCN
CC(=O)c1ccc(N2CCN(c3ccc(C(N)=O)cc3[N+](=O)[O-])CC2)cc1,23,-4,0,8,0.0,3,9,-21,0,93
CN(C)CCCN(C(=O)c1ccco1)c1nc2ccc(Cl)cc2s1,5,-2,-8,8,3.8,-7,2,5,24*,95
C=CCC1(Cl)C(=O)C(Cl)=C(N2CCN(C)CC2)C1(OC)OC (configuration not stated),-3,1,-5,-2,-2.4,-7,0,-9,-6,89
CCOC(=O)CNC(=O)C(Cc1ccccc1)NS(=O)(=O)c1cccs1 (configuration not stated),-1,0,-3,-4,-1.3,0,19,-44,2,94
Cc1cc(NNC(=O)c2ccccc2)nc(NNC(=O)c2ccccc2)n1,-4,2,0,5,0.3,-3,-1,-29,3,103
CCOc1ccc(/C=N/NC(=O)c2ccoc2C)cc1OC,1,-3,5,4,-0.4,3,2,-42,2,96
COC(=O)c1ccc(CN2CCN(C(C)C)C(CCO)C2)cc1 (configuration not stated),4,1,1,-5,5.6,-9,-1,7,6,102
COc1cc(OC)c(S(=O)(=O)Nc2ccccc2C(=O)O)cc1S(=O)(=O)Nc1ccccc1C(=O)O,-2,1,4,-2,-2.1,-7,-1,9,-3,97
O=c1ccn([C@@H]2O[C@H](CNCc3ccc(-c4cc(C(F)(F)F)ccc4Cl)o3)[C@@H](O)[C@H]2O)c(=O)[nH]1,-8,1,5,2,-0.8,-10,6,-22,6,100
CCC(C)(C)NC(=O)C(c1cccn1C)N(C(=O)Cn1nnc2ccccc21)c1ccc(OC)cc1 (configuration not stated),10,-1,-2,0,-1.0,-6,3,-8,-7,92

# Reprinted from the part before: 3 compounds, then new ones.
SMILES,Cardio protect,N-glyco inh,m5-HT2A agonist,TLR9-MyD88 block,MC4R barr agon,NOD2-RIPK2 inh,MC4R antagonist,SRC2 inh,ABHD5-PLIN5 inh,ABCB6 inh MLPCN
COc1cc(OC)c(S(=O)(=O)Nc2ccccc2C(=O)O)cc1S(=O)(=O)Nc1ccccc1C(=O)O,-2,1,4,-2,-2.1,-7,-1,9,-3,97
O=c1ccn([C@@H]2O[C@H](CNCc3ccc(-c4cc(C(F)(F)F)ccc4Cl)o3)[C@@H](O)[C@H]2O)c(=O)[nH]1,-8,1,5,2,-0.8,-10,6,-22,6,100
CCC(C)(C)NC(=O)C(c1cccn1C)N(C(=O)Cn1nnc2ccccc21)c1ccc(OC)cc1 (configuration not stated),10,-1,-2,0,-1.0,-6,3,-8,-7,92
CCOc1ccc(C2NC(=O)NC(c3ccccc3)=C2C(C)=O)cc1OC (configuration not stated),-4,4,1,10,0.8,5,1,-5,3,98
COc1ccc(OC)c(S(=O)(=O)N2CCCC2C(=O)N2CCc3ccccc3C2)c1 (configuration not stated),-2,-3,0,-6,-2.3,3,-3,2,2,97
COc1ccccc1CNS(=O)(=O)c1ccc(C)cc1,-12,nt,0,-5,2.9,-1,4,-21,-3,89
Cc1ccc(C(C)C)cc1OCC(=O)Nc1nnc(C2CC2)s1,-2,-9,-1,5,0.1,-4,2,4,2,98
O=C(NCCN1CCC(n2c(=O)[nH]c3ccccc32)CC1)c1cccnc1Cl,nt,nt,-9,nt,nt,-1,nt,23,-3,95
COc1cc(C2C3C(=O)N(Cc4ccccc4)C(=O)C3ON2c2ccccc2)cc(OC)c1O (configuration not stated),2,2,0,4,-1.6,-1,0,-14,-2,93
COc1nc(Cl)cn(-c2ccc(Cl)cc2)c1=O,-2,3,-2,2,-0.7,1,-6,1,3,102
O=C(NCc1cccc(Cl)c1)c1ccc2c(c1)SC1=NS(=O)(=O)CCN12,-2,-1,6,4,-1.1,-21,15,13,4,110
NC(=O)/C(=C/c1cccnc1)NC(=O)c1ccccc1,2,1,1,2,-1.4,-4,-3,27,7,101
COC(=O)[C@]1(C)N[C@H](CN(C)S(=O)(=O)c2ccc(OC(F)(F)F)cc2)[C@@H]2C(=O)N(Cc3ccccc3)C(=O)[C@@H]21,6,1,1,2,1.8,-4,7,-8,-2,100
COc1ccc2c(c1)[C@H]1[C@H](CO2)[C@H](c2ccccc2)[C@]2(C)C(=O)Nc3cc(F)ccc3C(=O)N12,-10,41*,1,-1,-2.3,-5,11,11,-26,98
Cc1cccc(Nc2nnc(SCC(=O)NCC3CCCO3)s2)c1 (configuration not stated),-4,-1,-9,-2,-1.9,-1,6,7,-8,94
CNC(=O)NC(=O)COc1c(F)c(F)cc(F)c1F,15,2,0,-2,-1.4,-8,12,-12,-7,96
O=C(NCc1ccc2c(c1)OCO2)c1cc2ncc(Br)cn2n1,-8,1,-5,-7,-2.9,6,15,-7,-2,101
O=[N+]([O-])c1ccc(N=Nc2c(Cl)cc(O)cc2Cl)cc1,-21,-10,8,-10,-1.8,8,4,3,3,85
O=C(O)Cc1ccc(S(=O)(=O)N2CCCC2)s1,-3,-1,0,-14,-1.2,-7,-4,10,9,96
Cc1ccccc1NC(=O)c1cc2c(=O)n3cccc(C)c3nc2s1,-5,3,7,4,19*,3,8,-2,0,102
O=C(CCCN1C(=O)/C(=C\c2cccs2)SC1=S)Nc1cc([N+](=O)[O-])ccc1O,-13,-3,4,-14,-1.6,-3,-2,-47,0,93
O=C(CNC(=O)c1ccccc1F)NCCc1ccc(Cl)cc1,-5,-1,5,-9,1.5,-7,19,-13,-5,101
COC(=O)NC(NC(=S)Nc1ccc([N+](=O)[O-])cc1)C(Cl)(Cl)Cl (configuration not stated),-22,-3,-3,3,-5.2,-6,11,2,-5,101
COC(=O)Cn1c2ccccc2c2nc(C)sc21,-3,-6,8,-6,-2.5,-1,7,-13,-12,100
COc1cc(S(=O)(=O)NCc2ccncc2)c(OC)cc1C,0,0,-2,-1,0.2,2,-4,-33,0,97
CC1(C)C(=O)Nc2ccccc2N1C(=O)COc1cc(Cl)ccc1Cl,0,-2,-8,-8,-1.2,-1,10,5,-5,96
O=C(COc1ccc(Cl)cc1)Nc1cccc(-c2ccc3nncn3n2)c1,14,1,-4,3,-0.9,7,6,-26,-3,103
COC(=O)Nc1sc(C(=O)N(C)C)c(C)c1C(=O)OC,7,1,1,4,-1.9,-5,-2,-11,-2,103
Cc1ccccc1NC(=O)N1C2CCC1CC(O)(c1cccnc1)C2 (configuration not stated),-5,3,0,-3,-0.1,-3,-5,-4,4,100
CC(C)OC(=O)CSc1nc(N)c(C#N)cc1C#N,-6,1,2,-7,-0.2,-7,13,-42,-4,92
COC(=O)c1cc(NS(=O)(=O)c2ccc(OC)c(OC)c2)ccc1Cl,-2,nt,0,-5,0.9,4,6,-32,2,88
O=C(Cn1[nH]c(=O)c2ccccc2c1=O)OCC(=O)c1ccc(F)c(F)c1,31,0,-1,-2,-1.6,-1,-3,-10,2,91
CN(C)C(=O)Nc1ccccc1,-2,1,-1,-2,-1.3,-1,1,-10,-6,96
Cc1cccc(N2CCN(C(=O)c3ccc(-n4cncn4)c([N+](=O)[O-])c3)CC2)c1C,-5,4,3,4,-1.1,-3,-5,6,-2,99
Cc1ccc(-c2nc(NC(=O)CSc3nnc(C)s3)ns2)cc1,-1,0,2,-9,-1.4,1,-4,-3,5,103
COc1ccc(Oc2cc(C)c3cccc(C)c3n2)cc1,-17,-2,7,11,2.3,-5,1,-25,-1,106
O=CNc1cc2c(cc1Br)-c1ccccc1C2O (configuration not stated),-2,5,-2,-8,-0.8,-3,3,-9,5,101
O=C(O)CN1C(=O)CNC1=O,-2,2,8,8,-2.4,1,0,-14,-3,90
Cc1ccccc1NC(=O)C(C)OC(=O)c1ccccc1C(=O)N(C)c1ccccc1 (configuration not stated),-3,-1,2,7,-0.9,1,9,6,4,98
Cc1ccc(Cl)c2sc(N3CCN(C(=O)c4ccco4)CC3)nc12,21,-2,7,-11,2.8,-5,5,3,-1,97
CCN(CC)N=Nc1ccc(S(=O)(=O)Nc2c(C)n(C)n(-c3ccccc3)c2=O)cc1,3,-1,1,-8,-0.4,18,14,9,-4,93
CCOC(=O)N1CCN(C(=O)CCc2cc(OC)c(OC)c(OC)c2)CC1,1,1,-2,-8,-2.8,-8,-1,-11,-3,99
O=S(=O)(NCCc1ccccc1)c1ccc(Cl)nc1,10,1,-1,-6,-3.4,0,19,7,2,109
COC(=O)c1c(C(=O)NCc2ccccc2)ncn1CC(O)COc1ccccc1 (configuration not stated),5,-2,-2,-2,-1.3,-4,-2,-1,13,93
NS(=O)(=O)c1ccc(CNC(=O)c2cccnc2Cl)cc1,2,2,8,-7,1.1,-16,9,2,-1,98
CC(O)(c1ccccc1)c1nc(-c2cc3ccccc3o2)cs1 (configuration not stated),-9,-1,4,nt,2.9,6,10,-35,-10,95
Cc1cc(C)cc(-n2ncc3c2CCCC3NC(=O)c2cc(C)[nH]n2)c1 (configuration not stated),-10,-6,6,-6,0.1,-15,0,0,1,98
COc1ccc(C(=O)NCc2nnc(SCC(=O)Nc3cc(OC)ccc3OC)o2)cc1,0,3,5,3,-0.7,5,-2,-13,6,97
CSc1ccc(C(=O)N2CCc3ccc(NC(=O)c4ccccn4)cc3C2)cc1,9,-2,3,-12,0.4,-3,1,-39,8,104
O=C(Nc1nc(-c2ccccc2)c(C(=O)c2ccccc2)s1)c1ccc(S(=O)(=O)N2CCCCC2)cc1,-22,-6,1,1,-2.3,-3,4,-4,1,98
N#CC1=CN(Cc2ccccc2)C=C(/C=N/Nc2ccccc2)C1,-5,8,-6,-1,-2.8,-5,-7,7,4,147
O=C(CSc1nnc(-c2ccncc2)o1)N1CCc2ccccc2C1,2,0,-1,2,-1.2,-5,10,-27,3,99
O=C(N[C@@H](Cc1ccc(O)cc1)C(=O)O)c1ccncc1,6,0,2,-5,-1.0,0,2,-10,1,96
# (listing goes on)
SMILES,Cardio protect,N-glyco inh,m5-HT2A agonist,TLR9-MyD88 block,MC4R barr agon,NOD2-RIPK2 inh,MC4R antagonist,SRC2 inh,ABHD5-PLIN5 inh,ABCB6 inh MLPCN
O=C(C1CCCN(S(=O)(=O)c2ccc(F)cc2)C1)N(Cc1cccs1)C1CC1 (configuration not stated),2,-5,-2,0,-0.1,-2,8,19,9,94
Cc1cc(-c2ccc(C)c(S(=O)(=O)NCc3ccc(OC(C)C)cc3)c2)on1,0,2,-3,5,-0.9,-3,1,4,-2,95
CC1Cc2ccccc2N1C(=O)CSc1nnc(Cn2nnc3ccccc32)n1C (configuration not stated),8,0,-3,2,-1.9,-4,8,11,0,97
O=[N+]([O-])c1ccc2[nH]c(=S)[nH]c2c1,-3,2,-1,-7,-2.1,-30,1,-6,-4,99
Cc1ccccc1COc1cccc(/C=N/NC(=O)c2nnn(-c3nonc3N)c2C)c1,-4,3,-1,-4,4.1,13,32*,-7,-5,105
O=C(c1ccc2ncsc2c1)N1CCN(c2nc3ccccc3s2)CC1,-5,-1,0,-10,0.1,-8,8,20,-6,93
O=C(C1CCC1)N1CCCc2cc(S(=O)(=O)N3CCN(c4ccccc4)CC3)ccc21,-6,-2,1,-3,-1.6,4,11,-21,0,111

# From PubChem BioAssay

# This is a subset; the hit share may differ from the screen's.
